PrPC surface inh: inhibitors of human cell surface prion protein PrPC, primary screen, cell-based, TR-FRET | Major prion protein (Homo sapiens), P04156 | TR-FRET read-out | inhibition, % at 13.8 µM | actives 0.43% (n = 370,000) | AID 720596, 2013; in the data active = inhibition above about 24%; note: 0% = median of the test wells and 100% = reference compound wells
Anthrax LF prot: Bacillus anthracis LF protease inhibitors, primary screen, biochemical, multiplex microsphere, MLPCN library | Lethal factor (Bacillus anthracis), P15917 | multiplex microsphere protease cleavage assay | inhibition, % at 10 µM | actives 0.12% (n = 360,000); note: plate controls were buffer without enzyme for full effect and enzyme alone for no effect
Target sequence (P15917 whole entry, looked up): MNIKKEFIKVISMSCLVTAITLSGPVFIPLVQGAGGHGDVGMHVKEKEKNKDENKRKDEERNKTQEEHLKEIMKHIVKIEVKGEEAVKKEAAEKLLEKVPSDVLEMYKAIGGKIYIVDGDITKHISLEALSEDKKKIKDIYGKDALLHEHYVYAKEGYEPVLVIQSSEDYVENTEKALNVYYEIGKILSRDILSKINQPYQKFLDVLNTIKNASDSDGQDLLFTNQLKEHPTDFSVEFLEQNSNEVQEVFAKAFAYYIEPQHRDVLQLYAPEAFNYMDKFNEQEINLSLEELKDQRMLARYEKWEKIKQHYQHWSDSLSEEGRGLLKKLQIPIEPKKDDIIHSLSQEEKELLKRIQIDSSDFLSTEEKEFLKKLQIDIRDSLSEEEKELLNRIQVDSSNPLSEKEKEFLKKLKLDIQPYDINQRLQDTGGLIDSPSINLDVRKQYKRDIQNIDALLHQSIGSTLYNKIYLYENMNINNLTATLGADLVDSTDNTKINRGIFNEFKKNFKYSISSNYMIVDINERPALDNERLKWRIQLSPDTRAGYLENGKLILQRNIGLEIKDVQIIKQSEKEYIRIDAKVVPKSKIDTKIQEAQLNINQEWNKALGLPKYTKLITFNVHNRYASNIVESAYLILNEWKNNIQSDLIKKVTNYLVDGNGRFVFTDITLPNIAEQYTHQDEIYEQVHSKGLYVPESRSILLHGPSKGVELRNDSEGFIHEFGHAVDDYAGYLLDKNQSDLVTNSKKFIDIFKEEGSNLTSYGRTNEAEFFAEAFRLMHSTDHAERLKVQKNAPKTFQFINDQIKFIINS
PfHsp40 rescue: rescue of yeast from PfHsp40 toxicity, primary screen, S. cerevisiae, ATP luminescence. actives 0.68% (n = 340,000). growth rescue, % at 12.5 µM. S. cerevisiae expressing PfHsp40, growth rescue. AID 504582, 2011; in the data active = growth rescue above about 28%, passing the limit was not always enough; inconclusive = no clear call, values can overlap the other calls;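 note: yeast W303a lacking pdr1 and pdr3 grown in galactose medium; growth measured after three days at 30 °C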
Yp Topo-I inh: Yersinia pestis topoisomerase I inhibitors, primary screen, biochemical, cleavage product accumulation, plate reader, single point. actives 0.064% (n = 360,000). DNA topoisomerase I (Yersinia pestis CO92). Y. pestis Topo-I cleavage product accumulation. activity, % at 10 µM; in the data active = activity above about 50%, passing the limit was not always enough; inconclusive = no clear call, values can overlap the other calls; note: inactives centre near 2
PriA SSB inh: inhibitors of Klebsiella pneumoniae PriA binding to SSB C-terminal tail, primary screen, biochemical, AlphaScreen | inhibition, % at 33 µM | AID 1272365, 2023 | PriA–SSB C-terminal tail interaction (Klebsiella pneumoniae) | AlphaScreen SSBct-PriA binding, biotinylated peptide | actives 0.6% (n = 430,000); in the data active = inhibition mostly above about 37%, no sharp cut-off; inactive = mostly below about 20%;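 note: plate controls were negative control peptide for no effect and reference peptide for full effect; strong numbers were not always called active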
BoNT A protease: BoNT/A light chain protease inhibitors, primary screen, biochemical, flow cytometry, MLPCN library. multiplex microsphere protease substrate cleavage. inhibition, % at 10 µM. actives 0.17% (n = 360,000). AID 588499, 2011; note: plate controls were buffer without enzyme for full effect and enzyme alone for no effect
TcdB inh: TcdB glycohydrolase inhibitors, primary screen, biochemical, single point, plate reader; actives 0.24% (n = 350,000); TcdB glycohydrolase enzymatic assay; inhibition, % at 9.99 µM; AID 652162, 2013; in the data active = inhibition above about 10%
SARS 3CLpro inh: SARS-CoV 3CLpro protease inhibitors, primary screen, biochemical, quenched FRET | Replicase polyprotein 1ab (Severe acute respiratory syndrome coronavirus), P0C6X7 | recombinant SARS-CoV 3CLpro, quenched FRET peptide cleavage | inhibition, % at 6 µM | actives 0.14% (n = 290,000); in the data active = inhibition above about 12%
Vc quorum ag: inducers of Vibrio cholerae quorum light production without autoinducers, primary screen, BH1578 luxS cqsA deficient, single point. V. cholerae BH1578 lux reporter, luminescence, 6 h. activation, % at 18.7 µM. actives 0.16% (n = 350,000); in the data active = activation mostly above about 9.7%, no sharp cut-off; inconclusive = no clear call, values can overlap the other calls; inactive = mostly below about 3.7%; note: not every result past the cut was called active; inactives centre near 0; reference of the scale not given here
Active calls of the source: *; i = inactive; u = inconclusive; x = not tested or not shown; & = joins results of further samples. Cut-off read from the data, not from the text of the source, unless noted: active = inhibition above about 30%; inconclusive = no clear call, values can overlap the other calls; inactive = below that.

SMILES	PrPC surface inh	Anthrax LF prot	PfHsp40 rescue	Yp Topo-I inh	PriA SSB inh	BoNT A protease	TcdB inh	SARS 3CLpro inh	Vc quorum ag
CC1CN(c2cc(-c3ccccc3)c3ccccc3n2)CC(C)O1 (stereo unspecified)	-9	0	-0.6	41	-71	1.5	0.4	1	1.2
O=C(/C=C/c1ccco1)N1CCN(S(=O)(=O)/C=C/c2ccccc2)CC1	-1	-6	1.9	-4	-8	1.0	0.6	1	i
CCCCCn1c(=NC(=O)c2ccco2)c(C(=O)OCC)cc2c(=O)n3ccccc3nc21	-18&-26	12&15	-0.7&-1.4	10&-1	-2&-7	7.0&19	-1.3	0	-1.9&-7.0
CC1CCN(S(=O)(=O)c2cnc[nH]2)CC1	3	0	0.3	2	-3	-1.0	2.9	-1	i
CCCCn1nc(C(=O)N[C@@H](CCSC)c2nc3ccccc3[nH]2)c2ccccc2c1=O	-4	1	-0.6	3	8	-0.1	x	0	-0.6
CC1(C(=O)NS(=O)(=O)c2ccc(C#N)cc2)CCN1C(=O)Cc1cc(F)ccc1F (stereo unspecified)	-3	0	x	1	x	-0.8	-0.9	x	1.2
CCOC(=O)c1c(C)n(C)c2ccc(OCC(N)=O)cc12	9	-58	1.8	-2	-1	-11	-0.1	-7	-0.2
O=C(O)CCCNS(=O)(=O)/C=C/c1ccccc1	0	2	-0.4	2	4	0.6	0.1	4	-0.3
COc1ccc(C2=NOC(C(=O)N3CCN(C(=O)c4ccco4)CC3)C2)cc1OC (stereo unspecified)	2	-1	1.3	2	-4	0.7	1.9	5	i
COc1ccc(/C=C/C(=O)c2ccc3c(c2)OCO3)cc1OC	1	14	-0.6	11	15	1.4	0.5	x	2.8
Cc1cc(-c2n[nH]c(=S)n2/N=C/c2ccco2)n[nH]1	-5	-12	-0.6	-1	x	-2.0	3.2	2	-0.4
O=C(Cn1ncc(N2CCOCC2)c(Cl)c1=O)c1ccc(Cl)cc1	-6	6	-1.1	9	-10	-0.3	0.3	2	i
Cc1ccc(C(=O)NNc2c3ccccc3nc3ccccc23)cc1	-3	16	0.9	-3	2	2.4	-0.1	2	i
CN(C)c1nc2ccccc2c(N)c1-c1ccccc1	x	0	1.4	8	7	1.3	2.4	2	0.0
CN(c1ccccc1C(=O)Nc1ccc2c(c1)n(C)c(=O)n2C)S(C)(=O)=O	1	-19	1.6	0	-13	0.7	-1.6	2	-2.0
Fc1cccc(Cc2c(-c3ccc(Cl)cc3)nc3ccc(Br)cn23)c1	-28	2	x	x	x	2.1	0.4	x	x
COC(=O)c1cc(NC(=O)Cc2cc(OC)c(OC)c(OC)c2)cc(C(=O)OC)c1	10	4	-0.2	3	4	-1.0	0.8	-1	-0.2
COc1cc2c(cc1OC)C(c1cccs1)NCC2 (stereo unspecified)	-3	-3	-1.4	0	-1	0.0	x	0	-0.3
O=C(OCc1ccccn1)C1CCN(C(=O)c2ccc(Cl)cc2)CC1	1	-3	-0.7	-4	4	3.5	-1.3	x	i
CCC(Sc1nc2ccccc2c(=O)n1CC1CCCO1)C(=O)NCc1cccnc1 (stereo unspecified)	1	-3	1.0	3	-13	u	x	-5	-1.8
COc1ccccc1N1CCN(c2nc(C)cc(=O)[nH]2)CC1	5	-9	0.3	10	-15	-0.8	0.0	-4	i
COCCN(C(=O)CSc1nnc(Nc2ccccc2F)s1)c1c(N)n(Cc2ccccc2)c(=O)[nH]c1=O	6	-1	-0.2	3	-2	0.9	x	2	i
O=C(CN1C(=O)c2ccccc2S1(=O)=O)Nc1cc(S(=O)(=O)N2CCCCC2)ccc1Cl	2	-2	0.6	12	-4	0.5	2.7	x	-1.1
CCOP(=O)(Nc1cccc2oc(=O)c3ccccc3c12)OCC	1	-1	-0.3	-1	-10	0.4	2.9	x	-1.3
Cc1ccc(C(=O)NCCSC(C)(C)C)cc1	-6	0	-0.3	0	-10	0.0	x	0	-0.4

More compounds.
SMILES	PrPC surface inh	Anthrax LF prot	PfHsp40 rescue	Yp Topo-I inh	PriA SSB inh	BoNT A protease	TcdB inh	SARS 3CLpro inh	Vc quorum ag
COc1ccc(/C=C(\C#N)C(=O)NCCc2ccccc2)cc1OCc1ccccc1	-5	-2	0.4	21	-11	0.3	1.1	-6	-0.2
CCN(CC)S(=O)(=O)c1cccc(NC(=O)COC(=O)c2cc(C)oc2C)c1	7	-6	1.6	28	-19	-1.4	0.6	-2	0.3
CC1(C)Cc2c(c(N3CCCC3)nc3sc4c(N5CCN(CCO)CC5)ncnc4c23)CO1	8	1	-1.5	4	37	2.9	4.0	-9	i
NC(=O)CSC1=N/C(=C\c2ccco2)C(=O)N1c1ccc(OC(F)F)cc1	-9	-4	-1.0	2	11	0.1	-0.6	1	-0.5
COc1ccc(-n2nc(C(=O)NCC(=O)Nc3ccccn3)c3ccccc3c2=O)cc1	0	-3	-0.8	1	-6	-1.0	x	-4	-0.3
CN1CCN(S(=O)(=O)CC2(C)C3CCC2(C)C(=O)C3Br)CC1 (stereo unspecified)	4	4	0.5	10	-1	-0.9	1.2	-2	2.4
CCOc1ccc(NC(=O)CN(C)C(=O)c2ccc(N3CCCC3)c([N+](=O)[O-])c2)cc1OCC	-9	u	0.0	23	-3	1.2	0.5	x	-0.3
COc1ccccc1OCC(=O)NC1CCCCCC1	4	-2	1.7	1	-1	0.2	-0.3	2	-7.1
O=C1c2ccccc2CN2C(=O)c3ccccc3CN12	5	0	-1.6	-2	-18	-2.5	1.3	-4	-0.3
COc1cccc(C(C(=O)NC(C)(C)C)N(C(=O)CCC(=O)Nc2cc(C)on2)C(C)(C)C)c1OC (stereo unspecified)	-8	2	-0.4	7	7	1.0	x	1	x
O=C(CSc1n[nH]c(-c2ccccc2)n1)Nc1ccc(F)cc1F	1	-1	-1.2	-8	8	0.9	-0.8	-1	-0.7
COC(=O)CCSc1cc([N+](=O)[O-])cc2c1c(C1OCCO1)nn2-c1ccccc1	-37	14	1.5	24	8	33*	x	3	i
Cc1cc(NC(=O)CSc2nc3ccccc3c(=O)n2C2CCCC2)no1	9	x	3.6	11	-12	x	x	7	-0.2
Cc1ccc(C(=O)NCC(=O)N/N=C/c2cccs2)cc1C	-3	0	16	2	x	-0.1	0.6	3	-0.9
CN(C)C=NC(=O)/C(C#N)=C/c1ccccc1	-2	-1	0.5	-1	10	-0.1	-0.3	2	0.0
CN1C(=O)CC(C(=O)Nc2ccc(F)cc2)SC1=Nc1ccc2c(c1)OCO2 (stereo unspecified)	3	2	1.7	1	-2	-0.6	x	1	-8.3
CCCCn1c(=O)n(CC(=O)Nc2c(CC)cccc2CC)c(=O)c2c1nc(CO)n2CCC	2	3	0.0	6	-6	0.6	x	-2	i
CS(=O)(=O)c1ccc(Cl)c(NC(=O)CCl)c1	-2	-10	0.3	-3	0	-0.6	-1.4	6	-0.2
Cn1c(=O)c2c(nc(SCC(=O)OCc3ccccc3)n2C)n(C)c1=O	0	-1	-0.1	13	-13	1.6	x	0	i
O=C(CN1C(=O)S/C(=C/c2ccccn2)C1=O)N1CCOCC1	-31	-2	-1.3	6	-9	0.9	-0.8	-1	i
Cc1ccc([N+](=O)[O-])cc1-c1ccc(/C=N/NC(=O)c2cc3c(ccc4ccccc43)o2)o1	-1	6	0.4	7	x	3.3	x	-5	i
COc1cccc(/C=N/NC(=O)Cn2nc(C)c([N+](=O)[O-])c2C)c1O	7	-2	-0.1	-5	x	-0.8	-2.6	-1	i
Cn1nc(C(=O)N2CCN(c3cccc(Cl)c3)CC2)c2c1-c1ccccc1S(=O)(=O)C2	0	-2	0.1	26	3	1.2	1.8	-1	i
CC(C)(C)c1ccc(CC(=O)N2CCC2(C)C(=O)NS(=O)(=O)c2cccc(F)c2)cc1 (stereo unspecified)	8	-1	x	-1	x	-0.3	-1.3	x	-0.1
O=[N+]([O-])c1ccc(C=Nc2cccc3ccccc23)s1	x	1	-0.5	-2	53*	-0.4	x	2	-0.5

(continued)
SMILES	PrPC surface inh	Anthrax LF prot	PfHsp40 rescue	Yp Topo-I inh	PriA SSB inh	BoNT A protease	TcdB inh	SARS 3CLpro inh	Vc quorum ag
OC(CN1c2ccccc2Sc2ccccc21)Cn1nnc2ccccc21 (stereo unspecified)	-5	-2	5.1	0	3	-0.3	x	11	-1.6
O=C(NCCCn1ccnc1)c1ccc(-c2ccccc2)cc1	-1	-8	0.1	3	1	-3.4	0.1	-4	-1.2
O=C(NC1CCCCC1)C(c1ccncc1)N(Cc1ccc2c(c1)OCO2)C(=O)C(F)(F)F (stereo unspecified)	-1	2	0.1	-3	13	0.2	x	-2	5.6
NC(=O)CN1CCN(c2ccccc2F)CC1	-9	1	1.9	1	9&-3	-1.2	x	-2	-7.1
COc1ccc2c(c1)C=C(C(=O)NCc1ccc(Cl)cc1)CO2	-3	-1	u	-4	-4	3.5	x	-4	i
COC(=O)CN1C(c2ccccc2O)Nc2ccc(Br)cc2C1c1ccccc1 (stereo unspecified)	0	-1	0.7	5	13	-1.2	x	8	i
Cc1c(CC(=O)O)c(=O)oc2c(C)c3occ(-c4ccc(F)cc4)c3cc12	1	-2	-0.1	-4	-2	-1.8	-0.3	-2	i
CCOc1ccc(S(=O)(=O)N2CCN(c3ccccn3)CC2)cc1	-2	12	1.1	7	-11	1.4	-0.2	-3	i
COc1ccc(CCNC(=O)COC(=O)Cc2cc(OC)c(OC)c(OC)c2)cc1	-2	-2	-2.0	3	-15	-0.4	-2.0	2	-0.3
CC(C)C(C)(C#N)NC(=O)CN1C(=O)NC2(CCCc3ccccc32)C1=O (stereo unspecified)	-2	3	1.0	0	8	-0.6	1.4	-4	-0.5
COc1ccc(C(=O)N2CCC(N3CCN(c4ccccc4)CC3)CC2)cc1	-1	0	0.2	0	-5	0.1	x	4	i
Brc1ccc(C=Nc2ccc(Nc3ccccc3)cc2)s1	x	-8	1.6	-10	88*	-0.4	x	1	0.0
CC1(C(=O)NS(=O)(=O)Cc2cccc(Cl)c2)CCN1C(=O)Cc1ccc(-c2ccccc2)cc1 (stereo unspecified)	1	-2	x	29	x	0.4	0.0	x	i
CCOC(=O)c1c(C)[nH]c(C(=O)COC(=O)c2oc3ccc(OC)cc3c2C)c1C	3	-2	-0.2	7	-11	-0.8	x	0	i
Cc1ccc(NC(=O)CCC(=O)N2CCC(c3ccccc3)=N2)cc1S(=O)(=O)N1CCCCC1	2	6	0.1	6	-8	6.6	2.0	x	i
CCCCN(C1CCS(=O)(=O)C1)S(=O)(=O)c1ccc(OC)c(OC)c1 (stereo unspecified)	-2	1	-0.5	3	1	7.1	-0.1	x	i

5 entries drawn at random from those above:
SMILES	PrPC surface inh	Anthrax LF prot	PfHsp40 rescue	Yp Topo-I inh	PriA SSB inh	BoNT A protease	TcdB inh	SARS 3CLpro inh	Vc quorum ag
Cc1c(CC(=O)O)c(=O)oc2c(C)c3occ(-c4ccc(F)cc4)c3cc12	1	-2	-0.1	-4	-2	-1.8	-0.3	-2	i
COc1ccc2c(c1)C=C(C(=O)NCc1ccc(Cl)cc1)CO2	-3	-1	u	-4	-4	3.5	x	-4	i
COc1ccc(CCNC(=O)COC(=O)Cc2cc(OC)c(OC)c(OC)c2)cc1	-2	-2	-2.0	3	-15	-0.4	-2.0	2	-0.3
O=C(NC1CCCCC1)C(c1ccncc1)N(Cc1ccc2c(c1)OCO2)C(=O)C(F)(F)F (stereo unspecified)	-1	2	0.1	-3	13	0.2	x	-2	5.6
OC(CN1c2ccccc2Sc2ccccc21)Cn1nnc2ccccc21 (stereo unspecified)	-5	-2	5.1	0	3	-0.3	x	11	-1.6

Screening data (PubChem)

An excerpt, so the mix of outcomes need not match the whole.
